PG9 Ab binder = binders of HIV-1 gp120 antibody PG9, primary screen, biochemical, TR-FRET. HIV-1 gp120 / PG9 antibody interaction. inhibition, % at 6.7 µM. TR-FRET gp120-PG9 antibody binding. hit rate 0.43% among 360,000. AID 624416, 2012; in the data active = inhibition above about 8.5%
UHRF1 MBD2 ctr = UHRF1 methylated DNA binding inhibitors, primary screen, counter-screen for MBD2 inhibitor project, biochemical, TR-FRET, human UHRF1, single concentration. UHRF1 binding to methylated oligo. hit rate 0.75% among 370,000. AID 687016, 2013. inhibition, % at 4.4 µM. E3 ubiquitin-protein ligase UHRF1 (Homo sapiens), Q96T88; in the data active = inhibition above about 21%;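 note: UHRF1 SRA domain binding a hemimethylated CpG hairpin DNA probe; 0% = median of test compound wells and 100% = reference inhibitor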
SIAE inh = human SIAE inhibitors, primary screen, biochemical, fluorescence polarization, FP-Rh probe, 1536-well HTS | inhibition, % at 9.66 µM | Sialate O-acetylesterase (Homo sapiens), Q9HAT2 | hit rate 0.69% among 370,000 | AID 1053197, 2014 | SIAE FP-Rh probe binding;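 active = inhibition above a cutoff: mean of compounds within the control limits plus 3 SD of those, cut at about 17% in these data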;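 note: 0% = plate median of compound wells and 100% = probe without SIAE protein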
LEDGF integ inh = blockers of LEDGF/p75-dependent integrase strand transfer – biochemical, TR-FRET, high throughput, primary screen; HIV-1 integrase (with human LEDGF/p75); TR-FRET IN-LEDGF/p75 DNA integration, Eu/Cy5; inhibition, % at 3.7 µM; hit rate 0.64% among 370,000; AID 743269, 2014;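 active = inhibition above the screen-wide mean plus 3 SD, cut at about 13% in these data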;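 note: signal is the Cy5 over europium emission ratio at 671 and 618 nm; 0% = plate median of compound wells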
HTRA1 inh = HTRA1 serine protease inhibitors, primary screen, biochemical, fluorescence polarization, HTS; hit rate 0.5% among 340,000; recombinant HTRA1, FP-rhodamine activity-based probe; inhibition, % at 5.96 µM; Q92743; in the data active = inhibition above about 36%;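 note: 0% = enzyme with DMSO and 100% = wells lacking enzyme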
TCR CD3 inh = inhibitors of human TCR-CD3 interaction, primary screen, biochemical, fluorescence, TAMRA-labeled TCR probe | T-cell receptor (TCR) | inhibition, % at 9.4 µM | hit rate 0.37% among 360,000; in the data active = inhibition above about 19%;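 note: recombinant mutant TCR 2C K166C tagged with TAMRA read by polarization; 0% = receptor in buffer alone and 100% = receptor with positive control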
PRMT1 FP inh = PRMT1 methyltransferase inhibitors, primary screen, biochemical, fluorescence polarization; recombinant PRMT1, activity-based probe fluorescence polarization; inhibition, % at 2.79 µM; hit rate 1.3% among 370,000; AID 652257, 2013;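 active = inhibition above about 21% made by adding two undisclosed values, limit read from the data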
Target sequence (Q99873 whole entry, looked up): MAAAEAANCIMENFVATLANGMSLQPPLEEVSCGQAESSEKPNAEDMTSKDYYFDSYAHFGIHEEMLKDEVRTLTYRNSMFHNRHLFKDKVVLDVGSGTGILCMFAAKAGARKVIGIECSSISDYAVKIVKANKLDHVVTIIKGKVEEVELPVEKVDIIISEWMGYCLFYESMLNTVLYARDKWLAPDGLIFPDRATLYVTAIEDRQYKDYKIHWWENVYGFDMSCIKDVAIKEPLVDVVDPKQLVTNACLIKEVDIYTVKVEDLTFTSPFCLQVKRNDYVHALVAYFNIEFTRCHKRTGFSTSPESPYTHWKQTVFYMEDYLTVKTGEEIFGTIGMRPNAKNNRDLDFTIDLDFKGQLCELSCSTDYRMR
DDE Tn7 FP inh = inhibitors of Tn7 peptide binding to fibrin DD(E), primary screen, biochemical, fluorescence polarization, human fibrin, Tn7 probe | hit rate 0.13% among 370,000 | inhibition, % at 8.3 µM | FP displacement of FITC-Tn7 peptide from fibrin DD(E); 0% = median of compound wells per plate | Fibrinogen beta chain (Homo sapiens), P02675;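 active = inhibition above the mean of compounds falling within the control limits plus 3 SD of them, cut at about 14% in these data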;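 note: 0% = plate median of compound wells and 100% = 10 µM Aha-Tn7 peptide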
Target sequence (P02675 whole entry, looked up): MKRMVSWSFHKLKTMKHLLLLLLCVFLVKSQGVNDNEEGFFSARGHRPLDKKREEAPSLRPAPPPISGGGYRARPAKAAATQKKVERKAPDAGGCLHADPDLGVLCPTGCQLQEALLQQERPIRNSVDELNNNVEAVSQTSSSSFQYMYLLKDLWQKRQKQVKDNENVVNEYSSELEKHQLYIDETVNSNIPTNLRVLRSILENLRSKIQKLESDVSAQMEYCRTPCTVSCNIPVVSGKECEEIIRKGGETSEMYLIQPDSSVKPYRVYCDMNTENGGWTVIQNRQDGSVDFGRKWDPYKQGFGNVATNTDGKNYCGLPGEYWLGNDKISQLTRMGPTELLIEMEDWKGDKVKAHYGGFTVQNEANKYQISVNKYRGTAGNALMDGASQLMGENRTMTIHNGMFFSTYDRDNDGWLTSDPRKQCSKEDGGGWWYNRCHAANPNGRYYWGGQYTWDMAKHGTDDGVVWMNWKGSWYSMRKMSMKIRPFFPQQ
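Assay system: human fibrin DD(E). Input: DD(E) 2 µM final. Medium: Tris buffer with calcium and detergent, pH 7.8. Compound dosing: single point at 8.3 µM. Timing: 10 min plus 3 h, room temperature. Technique: fluorescence polarization of the labelled Tn7 tracer. Read-out: percent inhibition. Replicates: singlicate testing.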
TDP2 absorb = human TDP2 enzyme inhibitors, primary screen, biochemical, epi absorbance, recombinant enzyme; Tyrosyl-DNA phosphodiesterase 2 (Homo sapiens), O95551; inhibition, % at 12.8 µM; hit rate 0.34% among 370,000; T5PNP hydrolysis, p-nitrophenol absorbance 415 nm;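 active = inhibition above the mean of all tested compounds plus 3 SD, set per campaign, cut at about 25% in these data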;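 note: 0% = DMSO with enzyme and 100% = buffer with substrate but no TDP2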
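Test system: human TDP2 enzyme; Input: 120 nM TDP2 per well; Buffer or medium: Mg2+-containing Tris-HCl buffer, pH 7.5; Reagent: 5 mM T5PNP; Dosing: 12.8 µM single point, 1% DMSO; Incubation: reaction 2 h, 37 °C; Detection: p-Nitrophenol epi absorbance; Read-out: % inhibition relative to enzyme-containing and enzyme-free wells; Replicates: single well per compound.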
ABHD4 inh = ABHD4 inhibitors, primary screen, biochemical, fluorescence polarization, mouse; (Lyso)-N-acylphosphatidylethanolamine lipase (Mus musculus), Q8VD66; purified mABHD4, FP-Rh probe fluorescence polarization; inhibition, % at 8.92 µM; hit rate 0.54% among 370,000; AID 720543, 2013;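 active = inhibition exceeding the mean over every tested compound plus 3 SD, cut at about 30% in these data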;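 note: 0% = plate median of compound wells and 100% = S159A mutant with DMSO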
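Material: mouse ABHD4 enzyme, wild type; Benchmarks: S159A mutant high control, sample median low control; Buffer or medium: HEPES pH 7.0, NaCl, Pluronic buffer; Signal: fluorescence polarization; Read-out: percent inhibition of probe binding, normalized to plate controls; Timing: pre-incubation 45 min, probe exposure 60 min, at 25 °C; Dosing: 8.92 µM, single dose.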
Active calls of the source: *; . = not tested or not shown. Outcome played no part in choosing rows. About 4.2% of those tested had a hit in this group.

Molecule,SIAE inh,LEDGF integ inh,DDE Tn7 FP inh,ABHD4 inh,PG9 Ab binder,UHRF1 MBD2 ctr,TCR CD3 inh,PRMT1 FP inh,HTRA1 inh,TDP2 absorb
Cn1c(=O)n(C)c2cc(C(N)=O)ccc21,-1,-3,2,-1,0.5,4,7,-2,6,4
CCOC(=O)C1CCN(S(=O)(=O)CCNC(=O)c2ccc(F)cc2)CC1,-6,-3,0,6,1.2,2,2,7,5,2
Cc1noc(C)c1S(=O)(=O)N1CCC(C(=O)c2ccccc2)CC1,-4,6,-7,-6,-1.3,-3,3,-2,5,-3
COc1ccc(CNS(=O)(=O)NCc2ccccc2F)cc1,14,0,3,-5,0.5,-2,2,-3,3,12
CCCCCCN1CCN(C2CN(Cc3cn(Cc4ccc(Cl)cc4)nn3)S(=O)(=O)C2)CC1 (centres undefined),2,4,-12,1,0.3,6,-8,-6,.,-4
CC1CCCN(C2(O)C(=O)Nc3ccc(Cl)cc32)C1 (centres undefined),2,-2,-1,1,-0.3,4,10,-4,-3,-1
Cc1ccnc(N2CCCC(C(=O)Nc3nnc(C)s3)C2)n1 (centres undefined),5,-1,5,-7,0.5,-1,6,-1,9,4
COc1ccc(Cl)c(NC(=O)Nc2c(C)n(-c3ccccc3)c(=O)n2C)c1,-1,-1,0,1,-0.4,-1,5,-1,2,-5
C/C(=N\NC(=O)c1ccn(C)n1)c1cccc(NC(=O)c2ccncc2)c1,-2,0,2,-2,-1.5,11,4,0,-1,-3
COc1cc2c(OC)cccc2cc1C(=O)O,2,0,3,5,0.6,1,-3,-1,-5,10
CCOc1ccc(N(CC(=O)N/N=C/c2ccc(OC(C)C)cc2)S(C)(=O)=O)cc1,4,-1,-1,-4,-3.4,0,1,-3,-10,3
COc1ccc(-c2ccc(C(=O)N3CCN(C)CC3)c3occc23)c(C)c1,0,-1,1,8,0.0,-1,-3,1,.,2
CC(=O)Nc1ccc(-c2ccc3nnc(C)n3n2)cc1,-1,-2,-6,0,-0.9,-3,2,4,2,9
COc1ccc(Cc2nc3ccc(C(=O)N4CCCC4)cc3o2)cc1,1,-10,4,4,-0.2,3,0,2,1,-6
Cc1cc(=O)[nH]c(NN=C2C3CC4CC(C3)CC2C4)n1,7,1,2,-2,-2.1,-3,5,-8,8,-6
CCN(CC)S(=O)(=O)c1ccc(C(=O)OCCN2C(=O)CCC2=O)cc1,3,1,5,0,2.0,1,6,-2,10,7
CC(C)(C)C(=O)c1sc(Nc2ccccc2)nc1N,6,-3,11,7,-0.8,-3,7,0,9,2
O=C(c1ccco1)N1CCN(c2ccc(Cl)c(Cl)c2)CC1,1,-2,-4,0,1.4,0,6,1,-4,-10
O=[N+]([O-])c1ccc(O)c(Nc2c([N+](=O)[O-])ccc3nonc23)c1,5,-1,3,6,-16,-16,-3,2,6,-11
COc1cccc2c1c(NC(=O)Nc1ccc(F)cc1F)nn2C,-4,-1,-6,4,-0.4,0,-6,3,0,13

Molecule,SIAE inh,LEDGF integ inh,DDE Tn7 FP inh,ABHD4 inh,PG9 Ab binder,UHRF1 MBD2 ctr,TCR CD3 inh,PRMT1 FP inh,HTRA1 inh,TDP2 absorb
Cc1csc(NC(=O)Cc2nn(C)c(=O)c3ccccc23)n1,-1,2,-2,-3,-1.3,-2,6,-1,0,-8
COc1ccc(CCC(=O)Nc2ccc(-c3noc(-c4ccc(OC)c(OC)c4)n3)cc2)cc1,-4,-6,3,4,2.2,-2,2,1,-5,3
CCN(CC(=O)Nc1ccc(N2CCOCC2)cc1)Cc1nc2ccccc2c(=O)[nH]1,-1,0,9,-2,-3.4,-2,-4,-4,3,2
Cc1cc(=O)n2ncnc2n1COCCO,-4,-1,0,4,-2.2,1,-2,2,4,-5
S=C(NCc1ccco1)NCC(c1ccco1)N1CCCCC1 (centres undefined),2,-6,-2,-3,-0.5,7,12,6,-8,-12
C=CCN(c1ccc(C(N)=O)cc1)S(C)(=O)=O,-1,-1,2,1,1.2,2,-3,1,-8,-10
O=C(C[C@@H]1C/C=C\C[C@@H](Cc2ccc(F)cc2)C(=O)OC[C@@H](Cc2ccccc2)NC1=O)N[C@H](CO)Cc1ccccc1,0,-1,1,2,-0.7,2,-3,-1,10,0
O=C(CCN1C(=O)COc2ccccc21)N1CCN(c2ccccn2)CC1,-2,0,0,-10,-2.3,-1,4,-4,-7,0
CC(=O)c1c(C)nc(Nc2nc3ccccc3s2)nc1C,-7,-5,-2,1,5.3,2,-12,7,.,-1
COc1ccccc1-c1coc2c(CN3CCC(C)CC3)c(O)ccc2c1=O,1,-3,3,5,-0.5,0,-4,-2,10,1
Oc1ccc(/C=N/Nc2cc(N3CCOCC3)nc(N3CCOCC3)n2)cc1,14,6,-3,2,-2.1,11,1,2,5,-8
COc1ccc(Cl)cc1C(=O)NCCc1ccc(S(=O)(=O)NC(=O)NC2CCCCC2)cc1,-4,4,-3,-1,0.6,-94,0,-6,-12,-15
CCCCCCSc1ccc([C@@H]2[C@H]3C(=O)N(CC)C(=O)[C@H]3[C@]3(C(=O)OC)CCCCN23)cc1,2,1,2,-3,-1.2,3,-2,3,1,-2
C[n+]1c(/C=C/c2ccc3c(c2)OCO3)ccc2ccccc21,0,-2,-1,5,0.7,0,0,2,1,5
CCc1nc2ccc(C(=O)N(C)Cc3ccco3)cn2c1N(CC)Cc1cccc(Br)c1,-1,-3,5,-18,-2.1,2,0,6,.,0
CCc1nc2cc(CC(=O)O)ccc2o1,6,-1,1,0,0.3,-2,8,0,1,2
O=C(Nc1ccccc1)N1CCSc2ccccc21,1,-4,2,3,-2.1,2,-2,2,0,-7
Cc1cc[n+](CC(=O)c2cccs2)cc1,0,-5,-1,12,2.6,6,-7,5,1,-7
Cc1cc(C)c(S(=O)(=O)NCC(=O)NCc2ccccn2)c(C)c1,5,0,1,-4,0.4,-1,3,-3,7,-3
O=C(Cc1ccc(Cl)cc1)Nc1ccc(S(=O)(=O)Nc2ncccn2)cc1,5,-1,-1,2,0.2,-2,1,3,-3,3

Another view of some results above:
The line under a structure holds: SIAE inh | LEDGF integ inh | DDE Tn7 FP inh | ABHD4 inh | PG9 Ab binder | UHRF1 MBD2 ctr | TCR CD3 inh | PRMT1 FP inh | HTRA1 inh | TDP2 absorb
> Oc1ccc(/C=N/Nc2cc(N3CCOCC3)nc(N3CCOCC3)n2)cc1
 : 14 | 6 | -3 | 2 | -2.1 | 11 | 1 | 2 | 5 | -8
> COc1ccc(Cl)cc1C(=O)NCCc1ccc(S(=O)(=O)NC(=O)NC2CCCCC2)cc1
 : -4 | 4 | -3 | -1 | 0.6 | -94 | 0 | -6 | -12 | -15
> CCCCCCSc1ccc([C@@H]2[C@H]3C(=O)N(CC)C(=O)[C@H]3[C@]3(C(=O)OC)CCCCN23)cc1
 : 2 | 1 | 2 | -3 | -1.2 | 3 | -2 | 3 | 1 | -2
> C[n+]1c(/C=C/c2ccc3c(c2)OCO3)ccc2ccccc21
 : 0 | -2 | -1 | 5 | 0.7 | 0 | 0 | 2 | 1 | 5
> CCc1nc2ccc(C(=O)N(C)Cc3ccco3)cn2c1N(CC)Cc1cccc(Br)c1
 : -1 | -3 | 5 | -18 | -2.1 | 2 | 0 | 6 | . | 0
> CCc1nc2cc(CC(=O)O)ccc2o1
 : 6 | -1 | 1 | 0 | 0.3 | -2 | 8 | 0 | 1 | 2
> O=C(Nc1ccccc1)N1CCSc2ccccc21
 : 1 | -4 | 2 | 3 | -2.1 | 2 | -2 | 2 | 0 | -7
> Cc1cc[n+](CC(=O)c2cccs2)cc1
 : 0 | -5 | -1 | 12 | 2.6 | 6 | -7 | 5 | 1 | -7
> Cc1cc(C)c(S(=O)(=O)NCC(=O)NCc2ccccn2)c(C)c1
 : 5 | 0 | 1 | -4 | 0.4 | -1 | 3 | -3 | 7 | -3
> O=C(Cc1ccc(Cl)cc1)Nc1ccc(S(=O)(=O)Nc2ncccn2)cc1
 : 5 | -1 | -1 | 2 | 0.2 | -2 | 1 | 3 | -3 | 3

New compounds follow:
Molecule,SIAE inh,LEDGF integ inh,DDE Tn7 FP inh,ABHD4 inh,PG9 Ab binder,UHRF1 MBD2 ctr,TCR CD3 inh,PRMT1 FP inh,HTRA1 inh,TDP2 absorb
Cc1c(Nc2nc3ccccc3nc2NS(=O)(=O)c2cccs2)c(=O)n(-c2ccccc2)n1C,11,3,2,1,-2.5,0,1,2,3,-6
O=C(c1ccc2c(c1)N(Cc1ccc(F)cc1)CCS2)N1CCOCC1,4,0,7,-3,0.8,-1,4,1,-1,8
CCCS(=O)(=O)NC(=O)C1(C)CCN(C(=O)c2cc(C)nn2C(C)(C)C)C1 (centres undefined),1,9,-1,-6,0.1,0,-2,-3,.,-9
CCc1nc(SCC(=O)OC)c2c3c(sc2n1)COC(C)(C)C3,-1,1,-2,-2,5.7,-2,4,-4,-4,9
OC(c1ccc(F)cc1)c1nc(-c2cccc(F)c2)cs1 (centres undefined),-6,0,-2,-15,1.0,1,-6,-2,.,0
Nc1nonc1-c1nc2ccccc2n1CC(=O)O,3,2,7,7,-1.5,2,3,-3,0,5
CCCN(CC(=O)Nc1ccccc1C)C(=O)C1CC(=O)N(c2ccc(CC)cc2)C1 (centres undefined),4,0,-4,-1,-1.4,0,7,1,0,0
Cc1ccc(NC(=O)CSc2ccc3c(c2)OCCO3)c(O)c1,9,2,1,9,-0.6,5,-1,4,-3,18
CC(C)NC(=O)N(C)C[C@H]1Oc2ccc(NC(=O)CCC(F)(F)F)cc2C(=O)N([C@H](C)CO)C[C@@H]1C,5,-4,0,-4,0.3,0,4,-1,-2,6
CCOC(=O)c1cc(S(=O)(=O)NC2CCN(C(=O)OCC)CC2)cn1C,0,5,2,1,0.1,0,8,2,4,7
CCC(C)NC(=O)[C@H]1N2C(=O)c3ccccc3C2SC1(C)C (some centres undefined),1,-1,-11,-1,-1.6,1,5,0,-3,7
